Screening data from PubChem BioAssay.
KKLEB cytotox = CF airway cell cytotoxicity counter-screen; AID 602141; hit rate 0.36% among 360,000; activity change (cytotoxicity), % at 5 µM; KKLEB CF airway cells viability, ATPlite luminescence, overnight; stronger effect = lower value; cells stimulated with P. aeruginosa culture filtrate;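 active means corrected activity change at or below -50% at 5 µM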
TRPM1 prom inh = inhibitors of MITF-driven TRPM1 promoter in melanoma cells. inhibition, % at 12.5 µM. SK-MEL-5 TRPM1 promoter luciferase, 24 h. AID 488899. hit rate 0.83% among 330,000;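 active means mean inhibition across replicates of 60% or more, whatever share of single replicates reaches that level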; further: values of inactives mirror those of a sister screen read the other way
TWEAK Fn14 block = blocks TWEAK-Fn14 interaction in a reporter cell assay. TWEAK-stimulated Fn14 reporter cells, luciferase luminescence, 8 h. inhibition, % at 10 µM. hit rate 2% among 360,000. AID 1159606; in the data active means inhibition above about 50%
NR2E3 ag-1 = activates human NR2E3 receptor; hit rate 0.35% among 360,000; inhibition of corepressor binding, % at 3.98 µM; AID 602229; Q9Y5X4; CHO-S Gal4-NCOR/VP16-NR2E3 two-hybrid, luciferase;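 active means inhibition above the mean of all tested compounds plus 3 SD, cut at about 70% in these data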;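 further: 0% = DMSO with NR2E3 transfected cells and 100% = cells lacking NR2E3 construct; higher means lower luciferase signal from less NR2E3 corepressor binding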
Target sequence (Q9Y5X4 whole entry, looked up, the tested form may be a part): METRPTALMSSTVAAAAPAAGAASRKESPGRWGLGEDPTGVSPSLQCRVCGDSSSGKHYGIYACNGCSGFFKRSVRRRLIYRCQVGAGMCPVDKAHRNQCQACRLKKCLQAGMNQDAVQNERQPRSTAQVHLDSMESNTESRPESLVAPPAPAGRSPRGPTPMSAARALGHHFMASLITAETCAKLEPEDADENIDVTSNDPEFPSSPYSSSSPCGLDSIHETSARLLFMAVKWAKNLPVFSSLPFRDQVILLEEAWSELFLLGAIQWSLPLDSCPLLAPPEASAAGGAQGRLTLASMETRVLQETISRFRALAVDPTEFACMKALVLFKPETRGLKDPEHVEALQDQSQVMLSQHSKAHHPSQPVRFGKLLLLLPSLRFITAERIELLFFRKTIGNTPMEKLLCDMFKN
NR2E3 ag-2 = agonists of human nuclear receptor NR2E3; GST-NR2E3/biotin-RetCOR TR-FRET, 1536-well; hit rate 0.12% among 320,000; Q9Y5X4; inhibition of corepressor binding, % at 4.78 µM; AID 2300;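 active means percent inhibition above the cutoff of mean plus 3 SD of all tested compounds, set per screening campaign, cut at about 20% in these data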;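 further: 0% = DMSO wells and 100% = biotin wells as full block of FRET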
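Material: NR2E3–RetCOR corepressor complex | Quantity: 1.35 nM GST-tagged NR2E3 final | Schedule: 5 h at 4 °C | Replication: Singlicate compound wells | Reagent: RetCOR corepressor, biotinylated, 7 nM | Controls: Biotin wells as high control, 0.6% DMSO wells as low control | Signal: TR-FRET, Eu(K)-anti-GST donor, streptavidin-D2 acceptor, ex 340, em 617/671 nm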
TROY NFkB inh = TROY signaling inhibition; hit rate 0.98% among 360,000; Q293 LMP1-TROYcd NF-kB luciferase reporter, 4 h; inhibition, % at 10 µM; AID 1347056;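 active means compounds whose plate-normalised and pattern-corrected inhibition of the luciferase reporter signal at the single screening dose is 50% or more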
TRAIL sens C8 = caspase-8 TRAIL sensitization; hit rate 1% among 360,000; NB7+C8 cells + TRAIL, ATPlite viability luminescence; inhibition (viability loss, TRAIL sensitization), % at 10 µM;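 active means compounds causing at least 50% loss of cell viability in the single-dose screen, relative to plate controls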
Peg3 prom inh = reduces Peg3 promoter-driven luciferase expression in HeLa; AID 588405; hit rate 1.7% among 360,000; inhibition, % at 20 µM; HeLa PEG-Prom luciferase reporter, luminescence, overnight;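 active means inhibition of at least 50% at 20 µM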
Shn3 inh set2 = Schnurri-3 reporter inhibition in Clone20 osteoblasts; hit rate 0.52% among 360,000; Clone20 osteoblast Shn3 3'UTR firefly luciferase, 24 h; inhibition, % at 12.5 µM;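 active means mean inhibition of at least 75% with every replicate also reaching 75%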;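 further: 0% = median of neutral control wells and 100% = pilot-screen positive control compound; some compounds past the cut are filed as inactive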
HIF-2a inh = HIF-2a inhibition; 786-0 RCC cells HIF-2a reporter, luciferase luminescence, overnight; inhibition, % at 18.8 µM; hit rate 0.72% among 360,000;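 active means inhibition of the luminescence signal of 40% or more relative to plate controls, in a single-dose primary screen at 18.75 µM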
CF NFkB block = blocks PAF-induced NF-kB reporter in cystic fibrosis cells. inhibition, % at 5 µM. hit rate 0.86% among 360,000. KKLEB NF-kB-GFP reporter, GFP fluorescence overnight;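 active means at least 50% inhibition at 5 µM, scaled per plate between neutral and stimulator controls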;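 further: PAF is a Pseudomonas aeruginosa culture filtrate used as stimulus; plate controls were PAF-stimulated DMSO wells for no effect and unstimulated DMSO wells for full effect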
Numbers without * were called inactive; x = not tested or not shown. Some of the compounds tested (hit frequency here may not be typical).

SMILES	KKLEB cytotox	TRPM1 prom inh	TWEAK Fn14 block	NR2E3 ag-1	NR2E3 ag-2	TROY NFkB inh	TRAIL sens C8	Peg3 prom inh	Shn3 inh set2	HIF-2a inh	CF NFkB block
COc1cccc(CNC(=O)c2ccc(Cl)c(S(=O)(=O)N3CCOCC3)c2)c1	0	-7	-10	-8	1	-3	-17	11	3	4	-10
Cc1ccc(NC(=O)c2nc[nH]c2C(=O)NC2CCN(C(=O)OC(C)(C)C)CC2)cc1	-1	6	-5	-5	x	2	30	19	9	3	5
Cc1ccc2c3c1C(=O)C(=O)N3C(C)(C)CC2C (stereo unspecified)	6	9	-2	4	-3	13	6	18	-9	8	-7
Cc1cccc(N(CC(=O)N/N=C/c2ccccc2C(=O)O)S(C)(=O)=O)c1C	-2	-6	-16	-4	-6	0	-9	5	-32	11	-10
Cc1cccc(C)c1OCC(=O)NCC1COc2ccccc2O1 (stereo unspecified)	3	2	-9	0	3	24	16	6	-5	12	23
Cc1cc(C(=O)OCC(=O)NCCC(C)C)c2ccccc2n1	-5	6	7	15	2	7	-2	9	-12	12	-6
CCOc1ccc(C(=O)NCC(=O)OCC(=O)Nc2ccc(C)c(S(=O)(=O)N(C)C)c2)cc1	6	-5	-16	17	-1	-16	2	-26	11	7	-4
CC(=O)Nc1cccc(NS(=O)(=O)c2cccc3nsnc23)c1	-4	1	1	-5	-4	-8	-20	1	1	0	-2
Cc1cc(=O)oc2cc(OC(=O)CCN3C(=O)c4ccccc4C3=O)ccc12	1	-11	-11	-8	-1	7	-9	9	-7	18	-6
CCn1c(CCC(=O)O)nc2cc(S(=O)(=O)N(C)C)ccc21	-2	-5	2	0	-1	-2	-8	11	-15	11	-8
O=[N+]([O-])c1ccc(/C=N/N2CCCCC2)cc1	4	-109	-12	-34	1	-61	11	-360	-86	-226	-11
Cc1cccc(C)c1NC(=O)CN1CCC(Cc2ccccc2)CC1	-6	x	-10	1	x	7	-6	17	-48	-2	13
CCOC(=O)c1c(-c2ccc(C)cc2)csc1NC(=O)C1CCCO1 (stereo unspecified)	-5	1	12	-6	-2	6	12	8	5	3	-1
Cc1ccc(OCC(=O)NNC(=O)C2CCN(c3ncnc4sc(C)c(C)c34)CC2)cc1	7	2	26	-27	0	48	-4	19	20	8	10
COCCN(C(=O)COC(=O)c1ccc(C)o1)c1c(N)n(Cc2ccccc2)c(=O)[nH]c1=O	-7	-8	9	10	-2	-22	-12	14	-5	16	1
CCC1=C2CC[C@H]3C(=O)N(C)C(=O)[C@H]3[C@H]2[C@@]2(Cc3ccccc3)C(=NCCOC)OC(=O)N2C1=O	2	-1	12	0	0	-4	-5	7	1	8	0
COc1ccccc1C(=O)C1CCCN(C(=O)c2ccccn2)C1 (stereo unspecified)	10	4	1	2	6	2	0	4	-21	4	-15
O=C(OCCN1CCN(C2=NS(=O)(=O)c3ccccc32)CC1)c1cccc(Br)c1	-8	-3	-7	0	-2	18	-10	3	1	7	35
CC(CN1CCOCC1)OC(=O)c1ccc(Br)cc1 (stereo unspecified)	1	12	13	11	0	5	-6	1	8	14	-10
CNC(=S)N1CCN(C(=O)C2CCCO2)CC1 (stereo unspecified)	-10	3	-9	15	-2	9	1	-3	-2	23	9

Compounds listed so far containing bromine, in the order listed:
SMILES	KKLEB cytotox	TRPM1 prom inh	TWEAK Fn14 block	NR2E3 ag-1	NR2E3 ag-2	TROY NFkB inh	TRAIL sens C8	Peg3 prom inh	Shn3 inh set2	HIF-2a inh	CF NFkB block
O=C(OCCN1CCN(C2=NS(=O)(=O)c3ccccc32)CC1)c1cccc(Br)c1	-8	-3	-7	0	-2	18	-10	3	1	7	35
CC(CN1CCOCC1)OC(=O)c1ccc(Br)cc1 (stereo unspecified)	1	12	13	11	0	5	-6	1	8	14	-10

Going on with the list:
SMILES	KKLEB cytotox	TRPM1 prom inh	TWEAK Fn14 block	NR2E3 ag-1	NR2E3 ag-2	TROY NFkB inh	TRAIL sens C8	Peg3 prom inh	Shn3 inh set2	HIF-2a inh	CF NFkB block
N#Cc1nc(N)nc(N(c2ccccc2)c2ccccc2)n1	-1	10	44	-1	0	21	12	-6	-11	13	30
Cc1cccc(NC(=O)C2C(c3ccccc3)C2(Cl)Cl)c1C (stereo unspecified)	-5	21	12	6	-4	6	-7	17	13	9	-16
O=C1c2ccccc2-c2c1cccc2C(=O)N(CCO)CCO	0	3	12	-18	1	-5	-6	16	-12	16	-13
Cc1cccc(C(=O)NNC(=O)c2ccco2)c1O	13	-14	-18	-9	-2	-23	-13	-56	-19	-79	3
CC(C)Oc1ccc(C(=O)/C(=C\c2cccs2)c2nc3ccccc3o2)cc1	-26	8	35	13	-1	23	-1	17	-6	20	2
CCOC(=O)c1ccc(N(CC(=O)NC2CCCCC2)C(=O)CNC(=O)c2ccco2)cc1	7	0	6	-5	-1	-10	9	2	0	8	8
Cn1nc(-c2ccccc2)cc1NS(=O)(=O)c1ccc(C#N)cc1	0	11	-15	-5	-1	4	10	5	-18	8	20
Nc1nc(N)nc(-c2ccc([N+](=O)[O-])o2)n1	2	9	-2	28	x	-4	0	1	-54	-19	-2
COc1cccc(CN(C)C(=O)C23CC4CC(CC(NC(C)=O)(C4)C2)C3)c1OC	-5	1	9	-7	x	15	-24	4	-1	14	8
CCOc1ccc(Nc2nc(N)c([N+](=O)[O-])c(NCc3ccccc3)n2)cc1	-8	-5	-20	3	1	-25	1	-22	-7	-85	-5
CN(C)CCNC(=O)c1nn(C)c2c1CCc1ccccc1-2	-9	-6	0	-25	1	3	-4	-7	3	0	10
Cc1[nH]c2ccccc2c1SCC(=O)Nc1nccs1	7	-39	-32	-53	-2	-31	23	-105	-28	-79	1
COc1ccc(N(CC2CO2)S(=O)(=O)c2ccccc2)cc1 (stereo unspecified)	-4	-15	5	7	1	7	-1	10	7	3	24
O=C(Nc1ncccc1O)c1ccc2ccccc2c1	5	0	40	-43	-1	-13	29	-128	-68	-79	-32
Cc1cc(C)c(NC(=O)CCCC(=O)O)c(Cl)c1	-3	-3	-15	-9	-1	-1	-7	1	-8	9	13
COc1cc(/C=N/Nc2ccccn2)ccc1O	1	-30	63*	-46	2	88*	18	-132	-73	-88	-6
COc1ncnc(OC)c1S(=O)(=O)Nc1ccc(C(F)(F)F)cc1	-6	-13	10	-16	2	2	6	3	-23	27	7
CCC(C)n1c(S(=O)(=O)O)nc2ccccc21 (stereo unspecified)	0	9	-8	-28	3	18	-32	-7	-6	0	2
c1ccc(Cn2c(-c3ccco3)nc3nc4ccccc4nc32)cc1	4	-88	-8	-127	2	5	5	-255	-58	-239	-3
COc1ccc(CNC(=O)C2(CC3CC(c4ccccc4)=NO3)CCN(C(=O)c3cccc(O)c3)CC2)cc1 (stereo unspecified)	-4	1	-9	20	4	-8	15	-10	15	2	8
NC1=NC(=O)C(Cc2cccc(Cl)c2)S1 (stereo unspecified)	-20	1	11	-15	1	5	-12	0	-8	4	2
CC(C)(C)c1ccc(C(=O)NCCC(=O)NCc2ccco2)cc1	1	-1	15	17	1	10	-7	1	8	-3	-29
Cc1cccc(-[n+]2c(-c3cccc(Br)c3)[nH]c3nc4ccccc4nc32)c1	-3	x	-1	-4	3	13	-8	-4	2	0	18
Cc1ccc(C(=O)OCC(=O)NCCC2=CCCCC2)s1	14	12	1	24	1	-18	-3	-12	-1	-3	-7
CCCCC(=O)NCc1ccccc1Cl	-20	-12	4	-32	-2	-10	-1	-18	-14	-27	7
CC(=O)Nc1ccc(N/C(C)=C/C(=O)c2cccnc2)cc1	-2	12	0	15	2	-7	9	-2	-9	1	8
Nc1ncnc2c1ncn2[C@@H]1O[C@H](C(=O)Nc2cc(C(F)(F)F)cc(C(F)(F)F)c2)[C@@H](O)[C@H]1O	-19	x	-11	-14	x	-5	-21	11	14	22	8
O=C(NCc1ccc(F)cc1)c1c2c(nc3ccccc13)CCC2	12	-16	7	-43	-1	5	0	-93	-3	-108	-27
COc1ccc(C(=O)N/C(=C\c2cn(S(=O)(=O)N(C)C)c3ccccc23)C(=O)NCCCn2ccnc2)cc1	-9	-1	-5	-8	2	3	-12	-9	-30	-3	13
Cc1ccc(S(=O)(=O)N2CCN(c3nc(C(C)C)c4c(c3C#N)CC(C)(C)OC4)CC2)cc1	1	27	29	17	1	2	2	11	-22	15	-10
CSCC[C@H](NC(=O)NCc1ccc(F)cc1)C(=O)O	-5	-7	14	-2	0	6	-11	10	-21	10	11
CCOC(=O)c1c(NC(=O)COC(=O)c2ccccn2)sc(C)c1C	-14	-5	2	1	0	-6	-23	0	5	10	14
Cc1ccc(C(=O)c2ccc(O)cc2)cc1C	3	-35	-9	-48	3	-47	5	-128	-40	-126	5
O=Nc1c(O)[nH]c2ccc(Cl)c(Cl)c12	19	40	19	-44	x	13	-1	57*	4	21	41
COC(=O)CSc1nnc(CNC(=O)c2ccccc2F)n1-c1ccc(F)cc1	-6	1	13	16	-1	-3	-13	-1	-4	6	5
C=CCN(c1ccccc1)S(=O)(=O)c1ccc(Cl)c(C(=O)OCC(=O)c2[nH]c(C)c(C(C)=O)c2C)c1	6	-4	34	-19	5	18	3	8	-3	30	11
COc1cccc(-c2ccc(C#N)c(=O)[nH]2)c1	-3	7	-2	-20	1	8	-4	1	-10	9	8
COc1ccc(NC(=O)CSCC(=O)N(C)Cc2cccc(OC)c2OC)cc1	-4	2	3	1	4	16	-11	15	19	5	-3
O=C(O)CSc1ncnc2sc3c(c12)CCCC3	-2	3	23	-29	4	35	2	-3	-17	3	36
Cc1ccc(S(=O)(=O)N2CCN(C(=O)C3CCCCC3)CC2)cc1	9	15	-1	10	2	-4	-1	15	17	17	-6
O=C(c1nc2ccc(Cl)cn2c1CN1CCC(O)CC1)N1CCc2ccccc2C1	-13	12	13	-13	5	-14	-24	10	1	4	7
Cc1nc2ccc(NS(=O)(=O)c3ccc(F)cc3F)cc2s1	-1	-1	9	16	0	4	-1	3	14	-11	-8
CS(=O)(=O)N(CC(=O)N1CCCCC1)c1ccc2c(c1)OCO2	-18	-3	-3	5	3	1	-11	12	-3	9	1
Cc1nnc(C)c2c(C)n(C(C)c3ccccc3)c(C)c12 (stereo unspecified)	2	49	-17	-48	0	-22	-5	16	56	13	-12
O=C(CSc1ccc(-c2ccccn2)nn1)N1CCCC1	4	-33	-14	-10	-2	-8	2	-46	-6	-70	1
CC(=O)c1cccc(NC(=O)C(C)OC(=O)c2ccc(-n3cnnn3)cc2)c1 (stereo unspecified)	-11	8	-5	-3	x	11	15	16	2	7	18
CC(=O)N1CCc2[nH]c3ccc(C)cc3c2C1	-1	16	5	1	0	2	-6	7	-15	-8	-14

By substructure, those above with a CF3 group (2)
SMILES	KKLEB cytotox	TRPM1 prom inh	TWEAK Fn14 block	NR2E3 ag-1	NR2E3 ag-2	TROY NFkB inh	TRAIL sens C8	Peg3 prom inh	Shn3 inh set2	HIF-2a inh	CF NFkB block
COc1ncnc(OC)c1S(=O)(=O)Nc1ccc(C(F)(F)F)cc1	-6	-13	10	-16	2	2	6	3	-23	27	7
Nc1ncnc2c1ncn2[C@@H]1O[C@H](C(=O)Nc2cc(C(F)(F)F)cc(C(F)(F)F)c2)[C@@H](O)[C@H]1O	-19	x	-11	-14	x	-5	-21	11	14	22	8
